Assay outcomes from PubChem BioAssay.
Vif-APOBEC3F blk: qHTS for Inhibitors of Vif-A3F Interactions: qHTS. 390,000 tested, 0.2% active. Potency, µM (top dose mostly 46.1 µM), for inactives: top-dose activity, negative = active. AID 602313, 2012. HeLa A3F-eYFP + Vif (tagged APOBEC3F with the HIV-1 protein that degrades it), YFP fluorescence increase; further: potency means the concentration at half of the fitted maximal effect; % of control where 0% means no effect; nearly all actives have a fitted effect of over 65% in size
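HeLa cells stably expressing Vif plus C-terminally eYFP-tagged A3F were seeded, incubated overnight at 37 deg C, dosed with compound, incubated overnight again at 37 deg C. Yellow fluorescence (Ex 488/Em 500-530) reported blocked Vif-mediated A3F-eYFP degradation.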
D1 antagonist: Antagonist of Human D 1 Dopamine Receptor: qHTS | D(1A) dopamine receptor (Homo sapiens), P21728 | HEK293 TREx D1 cells, calcium flux, dopamine EC80; active compounds read low | activity change, negative = inhibition, % at 10 µM | 360,000 tested, 3.2% active; in the data active means activity change below about -30%; further: on the % scale 0 is the no-effect control and ±100 the full control effect
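HEK293 T-REx cells expressing inducible, force-coupled D1 receptor; no-wash Ca dye, 30–90 min RT. Cmpd → 180 s read at 1 Hz → EC80 DA → 180 s read.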
D1 PAM: Potentiators of Human D1 Dopamine Receptor: qHTS; D(1A) dopamine receptor (Homo sapiens), P21728; HEK293 TREx D1 cells, calcium flux, dopamine EC20 potentiation; potentiation, % at 10 µM; 360,000 tested, 0.036% active; in the data active means potentiation above about 30%; further: 0% is about no effect
D1 agonist: Allosteric Agonists of the Human D1 Dopamine Receptor: qHTS; D(1A) dopamine receptor (Homo sapiens), P21728; AID 504660, 2011; activation, % at 2 µM; 360,000 tested, 1% active; HEK293 T-REx D1 cells, calcium flux, agonist mode; in the data active means activation above about 30%; further: 0% is about no effect
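Agonism was scored from calcium flux recorded over 180 s (1 read/s) after pintool compound addition, following a 10-cycle baseline. Cells were inducible force-coupled HEK293 TREx D1, plated overnight at 30 C and loaded with no-wash calcium dye.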
D2 potentiator: HTS Assay for Positive Allosteric Modulators of the Human D2 Dopamine Receptor: Primary Screen for Potentiators. D(2) dopamine receptor (Homo sapiens), P14416. HEK293 T-REx D2, calcium flux, EC20 dopamine potentiation. potentiation, % at 10 µM. 340,000 tested, 0.34% active. AID 485347, 2010;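 active means potentiation over 3 SD above the plate norm, cut at about 30% in these data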; further: 0% is about no effect
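Tetracycline-induced HEK293 T-REx cells force-coupled to calcium signalling expressed D2; compounds were pin-added after a 10 s baseline, read kinetically 180 s, then an EC20 dopamine challenge followed with a further 180 s calcium read.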
Glioma ERSR ind: qHTS for Inducers of the Endoplasmic Reticulum Stress Response (ERSR) in Human Glioma: qHTS | U87-MG GRP78 promoter luciferase reporter, 16 h | Potency, µM, for the others: top-dose activation, hits mostly activators | 420,000 tested, 0.02% active | AID 602332, 2012; further: potency means the concentration at half of the fitted maximal effect; series mostly up to about 76 µM; % of control where 0% means no effect; nearly all actives have a fitted effect of over 35% in size
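Stably transfected U87-MG glioma cells carrying a GRP78-based luciferase sensor; 16 h compound incubation. Luminescence end-point read 10 min after Bright-Glo addition at room temperature.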
LDHA block: qHTS assay for inhibitors of human lactate dehydrogenase; L-lactate dehydrogenase A chain (Homo sapiens), P00338; purified LDHA, NADH/diaphorase-resazurin fluorescence; active compounds read low; activity change, % (values are at about 110 or 230 µM); 480,000 tested, 0.15% active; in the data active means activity change below about -30%; inconclusive means mostly about -25% to -30%;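 further: plate controls were DMSO wells for no effect and wells without enzyme for full effect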
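Human LDH5 at 2 nM final in Tris HCl pH 7.4 with 0.06 mM NADH and 0.2 mM pyruvate, reacted 5 minutes at room temperature. Remaining NADH coupled via diaphorase/resazurin; resorufin fluorescence read at 0 and 20 minutes, normalized to enzyme-free and DMSO wells.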
Vif-A3G inh: qHTS for Inhibitors of Vif-A3G Interactions: qHTS; 410,000 tested, 0.076% active; DNA dC->dU-editing enzyme APOBEC-3G (Homo sapiens), Q9HC16; Potency, µM (top dose mostly 46.1 µM), for the others: at the top dose activity, negative = active, actives largely listed as inhibitors; AID 602310, 2012; HeLa A3G-eYFP + Vif (tagged APOBEC3G with the HIV-1 protein that degrades it), YFP fluorescence, overnight;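 further: potency means the concentration at half of the fitted maximal effect; on the % scale 0 is the no-effect control and ±100 the full control effect; nearly all actives have a fitted effect of over 60% in size; hits raise eYFP signal because A3G escapes Vif-driven loss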
Target sequence (Q9HC16 whole entry, looked up): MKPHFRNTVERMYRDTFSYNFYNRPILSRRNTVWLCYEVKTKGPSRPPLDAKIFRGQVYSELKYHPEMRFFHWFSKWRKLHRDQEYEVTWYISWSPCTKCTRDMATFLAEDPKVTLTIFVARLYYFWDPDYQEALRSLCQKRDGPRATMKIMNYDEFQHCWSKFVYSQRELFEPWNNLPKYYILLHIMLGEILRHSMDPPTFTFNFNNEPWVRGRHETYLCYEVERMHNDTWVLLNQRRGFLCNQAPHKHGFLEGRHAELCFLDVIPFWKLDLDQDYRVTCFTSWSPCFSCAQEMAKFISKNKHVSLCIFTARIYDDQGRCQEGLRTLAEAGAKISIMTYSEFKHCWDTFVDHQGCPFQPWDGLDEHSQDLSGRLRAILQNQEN
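Read-out is eYFP fluorescence (Ex 488/Em 500-530) from Vif-expressing HeLa A3G-eYFP cells; more signal means A3G escaped Vif-mediated degradation. Cells plated overnight, compound pinned in, incubated overnight at 37 deg C.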
RXFP1 agonist: qHTS Assay for Agonists of the Relaxin Receptor RXFP1. 370,000 tested, 0.3% active. AID 2676, 2010. Potency, µM (doses to about 57.5 µM), without a hit: top-dose activation, hits mostly activators. HEK293T-RXFP1 cAMP TR-FRET, 30 min; response scale: percent of porcine relaxin response, buffer zero; further: potency means the concentration at half of the fitted maximal effect; on the % scale 0 is the no-effect control and ±100 the full control effect; nearly all actives have a fitted effect of over 60% in size; many of its hits are not listed in these tables
Target sequence (Q9HBX9 whole entry, looked up): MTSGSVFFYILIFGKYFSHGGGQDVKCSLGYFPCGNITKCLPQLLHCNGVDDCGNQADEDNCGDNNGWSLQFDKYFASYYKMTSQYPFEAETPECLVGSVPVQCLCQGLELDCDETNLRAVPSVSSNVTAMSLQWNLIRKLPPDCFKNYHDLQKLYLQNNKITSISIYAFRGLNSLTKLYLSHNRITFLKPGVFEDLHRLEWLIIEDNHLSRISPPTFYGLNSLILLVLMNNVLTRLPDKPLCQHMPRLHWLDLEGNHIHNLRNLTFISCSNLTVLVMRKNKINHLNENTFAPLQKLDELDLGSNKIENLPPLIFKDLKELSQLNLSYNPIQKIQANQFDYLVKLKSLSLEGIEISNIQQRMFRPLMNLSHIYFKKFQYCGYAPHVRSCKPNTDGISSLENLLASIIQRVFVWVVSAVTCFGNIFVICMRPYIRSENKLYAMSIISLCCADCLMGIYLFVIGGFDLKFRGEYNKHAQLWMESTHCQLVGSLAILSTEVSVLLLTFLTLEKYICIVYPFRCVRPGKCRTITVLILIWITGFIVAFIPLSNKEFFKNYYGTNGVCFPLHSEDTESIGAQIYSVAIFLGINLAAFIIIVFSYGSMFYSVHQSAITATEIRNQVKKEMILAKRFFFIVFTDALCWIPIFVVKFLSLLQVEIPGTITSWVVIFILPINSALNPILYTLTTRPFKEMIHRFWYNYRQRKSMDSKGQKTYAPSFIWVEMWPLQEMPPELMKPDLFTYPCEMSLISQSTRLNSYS
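HEK293T cells stably expressing RXFP1 were pretreated with the PDE4 inhibitor Ro 20174, exposed to compounds for 30 min at 37C, lysed, and cAMP was read by TR-FRET. Data normalized to buffer (basal) and 29 nM porcine relaxin (100%).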
* = called active by the depositor; ? = inconclusive; . = no result given; & = joins results of further samples. Unless noted, the call rests on the fitted dose curve; in most records, active means well fitted curve in the direction sought with a large enough effect; inconclusive means small, poorly fitted or top-dose-only effect, or another doubt; inactive means no such curve, though single readings can be large; an effect the other way counts as inactive or inconclusive. Only part of the results is shown, so the mix of outcomes need not match the whole.

SMILES	Vif-APOBEC3F blk	D1 antagonist	D1 PAM	D1 agonist	D2 potentiator	Glioma ERSR ind	LDHA block	Vif-A3G inh	RXFP1 agonist
FC(F)(F)c1cc(-c2cccs2)nc(NCc2ccco2)n1	.	35.6	-8.4	2.5	13.6	1.5%	4.4	-7.0%	3.1%
O=C(C1CC1)N1CCc2cc(S(=O)(=O)N3CCN(c4ccccc4)CC3)ccc21	11.7%	-9.7	3.2	0.1	-3.9	-2.4%	-0.7	3.1%	6.6%
CCOC(=O)c1c(C)[nH]c(C(=O)OCc2c(C)noc2C)c1C	-18.6%	-14.5	-12.4	9.7	-2.3	1.8%	-3.8	-10.3%	1.1%
COc1ccc(C)cc1S(=O)(=O)N1CCC(C(=O)NC2CCCC2)CC1	?	-7.9	-5.6	1.7	10.8	-2.1%	-9.4	-2.1%	-0.7%
O=C(Nc1ccccc1)Nc1nnc(-c2cccs2)s1	-12.0%	4.5	-1.6	1.8	6.5	1.1%	-3.0	-0.1%	2.5%
O=C(O)CC1(C(=O)O)CCCC1	-29.3%	.	.	.	.	-4.1%	-6.6	0.2%	.
CC(NS(=O)(=O)c1ccc(Br)cc1)c1ccccc1 (configuration not stated)	-1.0%	-33.8*	-8.4	0.8	-7.5	-0.3%	1.3	1.7%	-0.7%
O=C(O)CCC(NC(=O)c1cncc(O)c1)C(=O)O (configuration not stated)	0.8%	-11.4	-2.8	0.9	6.8	0.7%	-0.6	0.4%	1.6%
CCCCn1c(=O)[nH]c(=O)c2c1nc(-c1ccc(-c3ccccc3Br)o1)n2CC	-1.1%	10.3	2.1	0.2	12.9	-2.9%	-3.5	-1.2%	2.3%
CC(C)c1nc(CNC(=O)CC2C(=O)NCCN2Cc2ccccc2)cs1 (configuration not stated)	-2.6%	.	.	.	.	-3.4%	-15.0	-0.8%	.
O=C(NC(=S)NCCC1=CCCCC1)c1cncc(Br)c1	-11.8%	-31.8*	-7.0	-0.2	3.5	0.2%	-5.3	-1.0%	0.5%
Cc1cc(NC(=O)C2CCCN(S(=O)(=O)c3ccc(Br)s3)C2)ccc1Br (configuration not stated)	-11.7%	-12.9	-4.5	6.7	0.3	-1.7%	-3.5	0.8%	-1.1%

2 compounds picked at random from the list so far:
SMILES	Vif-APOBEC3F blk	D1 antagonist	D1 PAM	D1 agonist	D2 potentiator	Glioma ERSR ind	LDHA block	Vif-A3G inh	RXFP1 agonist
CCCCn1c(=O)[nH]c(=O)c2c1nc(-c1ccc(-c3ccccc3Br)o1)n2CC	-1.1%	10.3	2.1	0.2	12.9	-2.9%	-3.5	-1.2%	2.3%
O=C(O)CCC(NC(=O)c1cncc(O)c1)C(=O)O (configuration not stated)	0.8%	-11.4	-2.8	0.9	6.8	0.7%	-0.6	0.4%	1.6%

(more compounds)
SMILES	Vif-APOBEC3F blk	D1 antagonist	D1 PAM	D1 agonist	D2 potentiator	Glioma ERSR ind	LDHA block	Vif-A3G inh	RXFP1 agonist
CCOC(=O)c1c(C)[nH]c(C)c1S(=O)(=O)N1CCC(C(=O)NCc2cccc(OC)c2)CC1	6.6%	-19.9	-1.2	7.6	-8.4	-1.5%	-0.4	4.2%	1.5%
O=C(NC(=S)N1CCCCCC1)C1CC1	-4.9%	15.5	0.4	0.6	3.2	-5.3%	-2.0	-0.9%	-0.1%
Cc1cc(C)n2nc(SCC(=O)c3cc(C)n(CC4CCCO4)c3C)nc2n1 (configuration not stated)	-0.3%	-12.2	1.8	8.4	23.0	-5.1%	1.8	-4.1%	10.1%
O=C(CN1CCc2ccccc2C1)Nc1cccc(S(=O)(=O)N2CCOCC2)c1	-0.3%	27.4	-2.1	2.8	-1.3	-2.1%	-4.2	-1.6%	-0.4%
CCOC(=O)Cn1nc(/C=C/c2ccc(OC)cc2)ccc1=O	-8.2%	.	.	.	.	-2.7%	-4.3	1.7%	.
COc1ccccc1NC(=O)C1=C(C)NC(=O)NC1c1ccccc1[N+](=O)[O-] (configuration not stated)	-28.4%	7.1	0.6	3.3	3.4	-4.4%	-3.4	-0.7%	0.7%
COc1cccc(CNC(=O)c2ccc(C)c(NC3=NC4CS(=O)(=O)CC4S3)c2)c1 (configuration not stated)	2.2%	-32.3*	0.9	1.8	5.0	-1.6%	1.4	-2.8%	0.9%
CCc1ccc2nc(N(CCN(C)C)C(=O)c3ccc4ccccc4c3)sc2c1	1.0%	-8.7	-9.1	0.2	4.4	0.7%	-0.8	1.8%	1.1%
COc1ccc(CNC2C[C@H]3CCCC(=O)N4CC[C@@H](C2)[C@@H]34)cc1 (some centres not stated)	-2.6%	.	.	.	.	1.9%&-2.8%	-3.3	0.5%	.
CCNC(=O)Nc1nc2ccccc2s1	7.1%	27.7	-2.9	0.8	5.9	-1.4%	0.3	-1.6%	1.0%
CC(C)N=C1SC(CC(=O)Nc2ccccc2)C(=O)N1C(C)C (configuration not stated)	-17.9%	3.3	4.6	2.2	4.3	3.5%	-1.0	5.1%	4.6%
CCCS(=O)(=O)N1CCN=C1SCc1ccc(C)cc1	3.6%	-8.3	2.5	-0.9	3.3	-2.7%	-2.6	1.2%	-0.9%
CC(C)(C)NC(=O)NC(=O)COC(=O)c1cccc(F)c1	-5.3%	-6.9	1.2	0.2	-4.5	-2.9%	4.1	1.7%	0.3%
Cn1cc(CN2CCC(CO)CC2)c(-c2ccc(Oc3ccccc3)cc2)n1	-1.0%	0.6	-2.0	6.0	-1.2	0.4%	0.7	-0.5%	3.2%
COc1ccc(CCNC(=O)c2cc(-c3cc(Cl)ccc3O)n[nH]2)cc1OC	-19.8%	-32.4*	-7.2	7.2	-4.6	-8.2%	-7.3&-5.5	-13.4%	2.4%
Cc1ccc(C(=O)N/N=C/c2ccc(-c3ccc(Br)cc3[N+](=O)[O-])o2)o1	-19.3%	-17.8	-0.6	8.8	-2.5	1.5%	13.8	?	-2.1%
CC(C)N(C)CCOC(=O)c1ccccc1Br	6.8%	0.4	0.3	2.7	0.8	-0.4%	-3.9	-1.2%	0.8%
C[C@H](CO)N1C[C@H](C)[C@@H](CN(C)C(=O)NC2CCCCC2)Oc2ccc(NS(C)(=O)=O)cc2C1=O	-1.3%	.	.	.	.	-0.7%	-4.0	0.5%	.
CC(=O)Nc1ccc(S(=O)(=O)NC2(C(F)(F)F)NC(=O)N(Cc3ccccc3)C2=O)cc1 (configuration not stated)	0.2%	4.7	-1.4	0.3	-4.0	-5.1%	-6.0	-1.2%	20.5%
C=CCN(N=Nc1cccc([N+](=O)[O-])c1)c1cccc([N+](=O)[O-])c1	0.5%	-1.0	-4.8	2.2	-6.8	4.5%	3.6	-1.7%	-0.1%
CC(C(=O)N1CCCC1)N(c1ccccc1)S(C)(=O)=O (configuration not stated)	.	23.3	4.3	1.9	-4.2	.	.	.	-0.1%
Cc1ccc(-c2cc(C(F)(F)F)n3nc(C(=O)NCC45CC6CC(CC(C6)C4)C5)cc3n2)cc1	-1.1%	1.1	-0.3	4.9	1.2	-0.8%	-0.1	3.6%	-0.1%
Cn1c(-c2ccccc2)cc(=O)cc1-c1ccccc1	-0.7%	.	.	.	.	-1.6%	-17.2	2.7%	.
CN(C)CCN1C(=O)C(O)=C(C(=O)c2cc3ccccc3o2)C1c1cccc(Br)c1 (configuration not stated)	11.0%	-38.3*	-4.1	0.1	-0.4	-2.2%	5.4	-0.5%	?

Whole records from above. Screens in order: Vif-APOBEC3F blk	D1 antagonist	D1 PAM	D1 agonist	D2 potentiator	Glioma ERSR ind	LDHA block	Vif-A3G inh	RXFP1 agonist
Profile of `COc1ccc(CCNC(=O)c2cc(-c3cc(Cl)ccc3O)n[nH]2)cc1OC` → -19.8%	-32.4*	-7.2	7.2	-4.6	-8.2%	-7.3&-5.5	-13.4%	2.4%
Profile of `Cn1cc(CN2CCC(CO)CC2)c(-c2ccc(Oc3ccccc3)cc2)n1` → -1.0%	0.6	-2.0	6.0	-1.2	0.4%	0.7	-0.5%	3.2%

(further entries)
SMILES	Vif-APOBEC3F blk	D1 antagonist	D1 PAM	D1 agonist	D2 potentiator	Glioma ERSR ind	LDHA block	Vif-A3G inh	RXFP1 agonist
CC(=O)C1=C(C)NC(SCC(=O)c2ccc(Cl)c(Cl)c2)=C(C#N)C1c1ccco1 (configuration not stated)	?	-5.0	1.0	0.9	1.3	1.8%	-1.1	?	0.2%
O=C(NCc1ccc2c(c1)OCO2)c1ccc2c(c1)OCO2	9.1%	-2.5	-3.1	5.9	-8.9	9.0%	-5.7	-9.1%	3.6%
CSCCOC(=O)c1[nH]c2c(c1C)C(=O)CC(c1ccco1)C2 (configuration not stated)	2.0%	-12.4	-5.8	4.0	-0.5	-3.8%	0.2	?	0.6%
Cc1c(C(=O)NCCC2=CCCCC2)oc2ccc(S(=O)(=O)N3CCC4(CC3)OCCO4)cc12	-14.5%	-13.5	-1.8	2.0	-3.3	-2.7%	1.3	-9.2%	0.4%
CCOc1ccc(NC(=O)CCC(=O)Nc2cc(OC)c(NC(=O)c3ccco3)cc2OC)cc1	4.9%	13.2	13.3	1.9	12.0	1.3%	1.1	1.9%	-1.5%
CCc1ccccc1NC(=O)C(=O)NCCCN1CCOCC1	-0.3%	0.6	-1.7	1.8	3.4	-2.0%	-8.1	-1.7%	-1.0%
COC(=O)c1scc(-c2ccccc2)c1S(=O)(=O)Nc1ccccc1	2.6%	-7.7	0.1	3.7	-7.9	-3.7%	-1.1	-2.9%	0.7%
COc1ccc(Cl)cc1NC(=O)C/C(C)=N/NC(=O)c1ccc(O)cc1	-1.0%	3.7	-4.1	6.5	0.1	2.3%	4.0	-3.3%	2.8%
